Mcl1 Bid PPI: Mcl-1/Bid interaction inhibition; 0.97% of 220,000 active; Q07820; AID 1021; TR-FRET Mcl-1/Bid-Dy647 peptide binding, 1536-well; inhibition, % at 21.7 µM;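 active = compounds that cut the binding signal by more than half at the single screening dose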;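 note: His-tagged Mcl-1 with europium anti-His antibody binding Bid BH3 peptide; 0% = Mcl-1 plus peptide wells and 100% = peptide-only wells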
Target sequence (Q07820 whole entry, looked up): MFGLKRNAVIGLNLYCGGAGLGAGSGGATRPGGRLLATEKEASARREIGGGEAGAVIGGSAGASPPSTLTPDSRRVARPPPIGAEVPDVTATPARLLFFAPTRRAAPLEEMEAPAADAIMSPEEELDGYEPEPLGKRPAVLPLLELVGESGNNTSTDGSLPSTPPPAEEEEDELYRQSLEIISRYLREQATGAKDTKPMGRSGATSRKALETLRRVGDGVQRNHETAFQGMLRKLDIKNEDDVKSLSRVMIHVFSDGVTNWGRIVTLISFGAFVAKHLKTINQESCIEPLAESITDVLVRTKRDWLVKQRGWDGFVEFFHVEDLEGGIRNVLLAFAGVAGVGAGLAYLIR
Mcl1 Noxa PPI: Mcl-1/Noxa interaction inhibition. TR-FRET Mcl-1/Noxa peptide binding, 2 h. inhibition, % at 21.7 µM. 1.5% of 220,000 active. AID 1022;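 active = compounds that cut the protein-peptide binding signal by more than 50% relative to plate controls in a single-dose test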;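 note: His-tagged Mcl-1 with rhodamine Noxa BH3 peptide and terbium anti-His antibody; 0% = Mcl-1 plus Noxa peptide wells and 100% = peptide-only wells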
Pf gamet viab: inhibitors of late stage P. falciparum gametocyte viability. P. falciparum stage V gametocytes, ATP luminescence, 24 h. inhibition, % at 10.9 µM. 0.065% of 150,000 active. AID 743093;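 active = inhibition above the mean plus 3 SD of compounds within the control limits, set per campaign, cut at about 38% in these data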;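 note: 0% = DMSO wells and 100% = medium only without gametocytes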
An asterisk follows results filed as active; / = no result given. Some of the compounds tested; the hit share may differ from the screen's.

| smiles | Mcl1 Noxa PPI | Mcl1 Bid PPI | Pf gamet viab |
| --- | --- | --- | --- |
| COC(=O)c1cc(=O)c2ccc(OC)cc2o1 | -11.9 | 3.0 | / |
| O=C(N/N=C/c1ccc(O)cc1O)C(=O)N/N=C/c1ccc(O)cc1O | / | / | 8.1 |
| COc1ccc(-c2csc(N(CCCN(C)C)C(=O)c3cc(OC)c(OC)c(OC)c3)n2)cc1 | / | / | 15.2 |
| Nc1ccc(Nc2nc3ccccc3[nH]2)cc1 | / | / | -6.2 |
| CCC(=O)NCCCc1nc(-c2ccccc2)no1 | / | / | -19.1 |
| O=[N+]([O-])c1ccc(N2CCN(Cc3ccc([N+](=O)[O-])o3)CC2)cc1 | / | / | -4.6 |
| CC(C)(C)n1ncc2c(=O)n(Cc3ccccc3Br)cnc21 | / | / | -7.2 |
| C=CCCC(=O)N1CCCC(C(=O)c2cccc(OC)c2)C1 (configuration not stated) | / | / | 5.9 |
| C=C[C@@H]1c2cccc(C)c2N(S(=O)(=O)c2ccc(C)cc2)[C@H](c2ccc(OC(C)=O)cc2)C1(C#N)C#N | / | / | 7.1 |
| COc1ccc(C2(CNC(=O)c3cc(OC)c(OC)c(OC)c3)CCCC2)cc1OC | / | / | -10.9 |
| CS(=O)(=O)c1ccc(CNC(=O)[C@]2(C(F)(F)F)C[C@H](CCc3ccccc3)CCCO2)cc1 | / | / | -2.8 |
| COc1ccc(-c2ccc(CCC(=O)O)n2-c2ccccc2OC)cc1 | / | / | -11.3 |
| CCCSc1ccc([C@@H]2[C@@H]3C(=O)N(C)C(=O)[C@@H]3[C@]3(C(=O)OC)CCCCN23)cc1OC | / | / | -10.0 |
| O=C(c1ccc(F)cc1)C1CCN(C(=O)c2c(F)cccc2F)CC1 | / | / | 20.2 |
| COc1ccc(C2=NOC(Cn3nc(C(=O)NCc4cccc(Br)c4)cc3-c3ccccc3)C2)cc1 (configuration not stated) | / | / | -3.6 |
| CC1CCN(C(=O)c2[nH]cnc2C(=O)Nc2ccon2)CC1 | / | / | -11.1 |
| O=C(O)CCN(CC(=O)c1ccc(Cl)cc1)S(=O)(=O)c1ccc([N+](=O)[O-])cc1 | / | / | -20.5 |
| COc1ccc(NS(=O)(=O)c2ccc(NC(C)=O)cc2)nn1 | / | / | 13.2 |
| CS(=O)(=O)N1CCC(C(=O)Nc2ccccc2Cl)CC1 | / | / | 11.9 |
| O=C(NCCN1CCN(c2ccccc2Cl)CC1)Nc1ccccc1 | / | / | -10.4 |

Further results follow:
| smiles | Mcl1 Noxa PPI | Mcl1 Bid PPI | Pf gamet viab |
| --- | --- | --- | --- |
| CC(=O)Oc1cccc(C2C3=C(CC(C)(C)CC3=O)Nc3ccccc3N2C(C)=O)c1 (configuration not stated) | / | / | -1.4 |
| CC1O[C@@H](OC2C(COC3OC(CO)C(O)[C@H](O)C3O)OC(OC3CC[C@]4(C)C(CC[C@@]5(C)[C@@H]4CC=C4[C@@H]6CC(C)(C)CC[C@]6(CO)C(O)C[C@]45C)C3(C)C)C(O)C2O)C(O)C(O)C1O (some centres not stated) | / | / | 2.8 |
| COc1ccc(-c2c(-c3ccccc3)n(C)c3ccccc23)cc1 | / | / | 3.5 |
| COc1ccc(CN([C@H](CO)CC(C)C)S(=O)(=O)N(Cc2ccccc2)[C@H](CO)CC(C)C)cc1 | / | / | -28.8 |
| CC(=O)OC1C(=O)N(Cc2ccccc2)C1c1ccc(C)cc1 (configuration not stated) | / | / | 20.4 |
| S=C(Cc1ccc(-c2ccccc2)cc1)N1CCOCC1 | / | / | -16.0 |
| O=c1c2ccccc2oc2cc(-c3ccc4[nH]ccc4c3)ccc12 | / | / | 14.8 |
| O=C(COc1ccc([N+](=O)[O-])cc1)N1CCc2ccccc2C1 | / | / | -3.7 |
| Cc1ccccc1-c1nc2ccccc2c(=O)n1/N=C/c1ccc([N+](=O)[O-])cc1 | / | / | -7.5 |
| C[C@H]1NC(=O)[C@@]2(C)[C@@H](c3ccccc3)[C@H]3COc4ccccc4[C@H]3N2C1=O | / | / | -5.3 |
| CN(C)S(=O)(=O)c1ccc(C(=O)Nc2ccc3ncccc3c2)cc1 | / | / | -5.3 |
| COc1cc(OC)c(NC(=O)C2CCCO2)cc1Cl (configuration not stated) | / | / | 12.2 |
| CC1CCCN(S(=O)(=O)c2ccc(NC(=O)CN3CCCCC3)cc2)C1 (configuration not stated) | / | / | -8.6 |
| Cc1ccc(Nc2ccncc2S(N)(=O)=O)cc1 | / | / | -2.1 |
| NC(=O)COc1ccc(NS(=O)(=O)Cc2ccccc2)cc1 | / | / | -14.3 |
| CC(C)c1ccc(NC(=O)C(c2ccccc2)N(C)C(=O)CCc2c[nH]c3ccccc23)cc1 (configuration not stated) | / | / | -22.8 |
| C#CCOCCOCCOCCNc1nc(N2CCN(C(=O)[C@H](CCCN=C(N)N)n3cc(C(N)[C@@H](C)CC)nn3)CC2)nc(N2CCN(C(=O)[C@H](CCCCN)n3cc([C@@H](N)[C@H](C)CC)nn3)CC2)n1 (some centres not stated) | / | / | -17.1 |
| COc1cc(NC(=O)C(c2ccccc2)c2ccccc2)c(C(=O)O)cc1OC | / | / | 21.8 |
| CC1=C(C(=O)OCC(Br)(Br)Br)C(c2cccc([N+](=O)[O-])c2)NC(=O)N1CCCC(=O)O (configuration not stated) | / | / | 26.3 |
| CCOC(=O)Nc1ccc2c(c1)N(C(=O)CN1CCN(CCO)CC1)c1ccccc1CC2 | / | / | -8.8 |

15 entries from above, with values under each structure.
Every second line gives: Mcl1 Noxa PPI	Mcl1 Bid PPI	Pf gamet viab
CC(=O)Oc1cccc(C2C3=C(CC(C)(C)CC3=O)Nc3ccccc3N2C(C)=O)c1 (configuration not stated)
 : /	/	-1.4
CC1O[C@@H](OC2C(COC3OC(CO)C(O)[C@H](O)C3O)OC(OC3CC[C@]4(C)C(CC[C@@]5(C)[C@@H]4CC=C4[C@@H]6CC(C)(C)CC[C@]6(CO)C(O)C[C@]45C)C3(C)C)C(O)C2O)C(O)C(O)C1O (some centres not stated)
 : /	/	2.8
COc1ccc(-c2c(-c3ccccc3)n(C)c3ccccc23)cc1
 : /	/	3.5
COc1ccc(CN([C@H](CO)CC(C)C)S(=O)(=O)N(Cc2ccccc2)[C@H](CO)CC(C)C)cc1
 : /	/	-28.8
CC(=O)OC1C(=O)N(Cc2ccccc2)C1c1ccc(C)cc1 (configuration not stated)
 : /	/	20.4
S=C(Cc1ccc(-c2ccccc2)cc1)N1CCOCC1
 : /	/	-16.0
O=c1c2ccccc2oc2cc(-c3ccc4[nH]ccc4c3)ccc12
 : /	/	14.8
O=C(COc1ccc([N+](=O)[O-])cc1)N1CCc2ccccc2C1
 : /	/	-3.7
Cc1ccccc1-c1nc2ccccc2c(=O)n1/N=C/c1ccc([N+](=O)[O-])cc1
 : /	/	-7.5
C[C@H]1NC(=O)[C@@]2(C)[C@@H](c3ccccc3)[C@H]3COc4ccccc4[C@H]3N2C1=O
 : /	/	-5.3
CN(C)S(=O)(=O)c1ccc(C(=O)Nc2ccc3ncccc3c2)cc1
 : /	/	-5.3
COc1cc(OC)c(NC(=O)C2CCCO2)cc1Cl (configuration not stated)
 : /	/	12.2
CC1CCCN(S(=O)(=O)c2ccc(NC(=O)CN3CCCCC3)cc2)C1 (configuration not stated)
 : /	/	-8.6
Cc1ccc(Nc2ccncc2S(N)(=O)=O)cc1
 : /	/	-2.1
NC(=O)COc1ccc(NS(=O)(=O)Cc2ccccc2)cc1
 : /	/	-14.3

Remaining list, next part.
| smiles | Mcl1 Noxa PPI | Mcl1 Bid PPI | Pf gamet viab |
| --- | --- | --- | --- |
| CCCNC(=O)C1(CC2CC(c3ccccc3)=NO2)CCN(C(=O)C2CCCC2)CC1 (configuration not stated) | / | / | 0.2 |
| COc1ccc(NC(=O)c2cc(-c3ccccc3Cl)on2)cc1OC | / | / | -11.9 |
| O=C(Nc1ccc2c(c1)OCO2)c1ccc2c(c1)S(=O)(=O)c1ccccc1C2=O | / | / | -14.6 |
| CCc1ccc(Nc2n[n+](-c3ccccc3)c(-c3ccc(OCc4ccccc4)cc3)s2)cc1 | / | / | 4.0 |
| COc1cc(CN2CCCC(N3CCN(c4ccccc4C)CC3)C2)ccc1O (configuration not stated) | / | / | 6.9 |
| O=C1CC(N2CCN(c3ccc(F)cc3)CC2)C(=O)N1Cc1ccccc1 (configuration not stated) | / | / | 7.8 |
| O=C(CN1C(=O)NC(c2ccccc2)(c2ccccc2)C1=O)NCCNCCO | / | / | -22.5 |
| CC1=C(C(=O)OCc2ccccc2)C(c2ccccc2Cl)NC(=O)N1C (configuration not stated) | / | / | 4.3 |
| O=C(Cn1cc(C(=O)C(F)(F)F)c2ccccc21)Nc1ccccc1F | / | / | -30.1 |
| COc1ccc2ccc(OC)c(/C=N/n3cnnc3)c2c1 | / | / | 3.8 |
| Oc1c(N=Nc2ccc(F)cc2)ccc2ccccc12 | / | / | 20.8 |
| CC(CN1CCCCC1)c1ccccc1 (configuration not stated) | / | / | -23.3 |
| COc1cc(/C=N/NC(=O)CC#N)ccc1Oc1nc(Cl)ncc1F | / | / | 1.9 |
| O=C(CCC(=O)c1ccccc1)Nc1ccc(C(=O)O)cc1 | / | / | -3.6 |
| COC(=O)c1cccc(NC(=O)c2cc3ccccc3o2)c1 | / | / | 21.0 |
| Fc1ccccc1CNCc1ccc2c(c1)OCO2 | / | / | -27.5 |
| Cn1c(=O)c(C(=O)c2ccccc2)c(O)c2ccccc21 | / | / | -6.1 |
| Cc1ccc(C(=O)C2CCN(C(=S)NCCCOC(C)C)CC2)cc1 | / | / | 11.6 |
| Cc1ccc(S(=O)(=O)NNC(=O)c2ccc3ccccc3n2)cc1 | / | / | -1.5 |
| O=C(C[C@H]1C/C=C\CC[C@@H](Cc2ccc(F)cc2)C(=O)OC[C@H]2CCCN2C1=O)N[C@@H](CO)Cc1ccccc1 | / | / | 15.5 |

Additional records.
| smiles | Mcl1 Noxa PPI | Mcl1 Bid PPI | Pf gamet viab |
| --- | --- | --- | --- |
| COc1cc(OC)cc(-c2oc(=O)c3cc(OC)c(OC)cc3c2/C=C/c2ccc(F)cc2)c1 | / | / | -27.9 |
| O=C(COc1ccc(Cl)cc1)NCc1ccccc1 | / | / | 4.8 |
| CCOC(=O)NN=C1c2ccccc2-c2ccccc21 | / | / | 1.7 |
| Cc1ccc2c(C)c(C(=O)N3CCC(O)(c4ccccc4)CC3)oc2c1C | / | / | 8.9 |
| CCCCCCc1ccc(N2C[C@H](Cc3ccccc3)[C@@H](CC(=O)Nc3ccccc3)C2=O)cc1 | / | / | -8.3 |
| Cn1nnnc1Sc1ncnc2scc(-c3ccc(Cl)cc3)c12 | / | / | -16.3 |
| COc1ccc(-c2n[nH]c(=S)n2-c2ccc(Br)cc2)cc1OC | / | / | -8.1 |
| CCOc1cccc2cc(C(=O)N3CC(C)OC(C)C3)c(=O)oc12 (configuration not stated) | / | / | -8.7 |
| C=C1CCN([C@@H](CC(C)C)C(=O)NCc2ccco2)S(=O)(=O)c2ccccc21 | / | / | -1.4 |
| C[C@@H]1CN([C@@H](C)CO)C(=O)Cc2cc(NS(=O)(=O)c3cn(C)cn3)ccc2O[C@@H]1CN(C)C(=O)Nc1ccccc1 | / | / | 8.8 |
| CCC(=O)NC(c1ccc(Cl)cc1Cl)c1ccc2cccnc2c1O (configuration not stated) | / | / | -18.5 |
| CN(c1ccccc1C(=O)NCc1ccccc1Cl)S(=O)(=O)c1ccccc1 | / | / | 23.4 |
| NC(=O)CC(NC(=O)c1ccccc1)c1ccc(NC2CCN(Cc3ccccc3)CC2)c([N+](=O)[O-])c1 (configuration not stated) | / | / | -3.0 |
| COc1ccc(NC(=O)Nc2ccc3c(c2)C(=O)N([C@@H](C)CO)C[C@@H](C)[C@@H](CN(C)S(=O)(=O)c2cccs2)O3)cc1 | / | / | 1.1 |
| CC(C)c1nc2c(s1)CCc1onc(-c3ccc(Cl)cc3)c1-2 | / | / | 10.9 |
| Cc1ccc(NC(=O)C2C3CCC(O3)C2C(=O)O)c(Br)c1 (configuration not stated) | / | / | 6.5 |
| C=CCOc1ccc(C(=O)Nc2ccc3c(c2)n(C)c(=O)n3C)cc1 | / | / | 3.5 |
| Cc1cccc(C(=O)c2cn[nH]c2-c2ccc(C)cc2O)c1 | / | / | -11.7 |
| CS(=O)(=O)N(CC(=O)O)Cc1cccc(CN(CC(=O)O)S(C)(=O)=O)c1 | / | / | -8.4 |
| O=C1NC(c2ccccc2)=CC(c2ccccc2O)N1 (configuration not stated) | / | / | 21.3 |

(more compounds)
| smiles | Mcl1 Noxa PPI | Mcl1 Bid PPI | Pf gamet viab |
| --- | --- | --- | --- |
| O=C(CCc1ccccc1)Nc1c(F)cccc1F | / | / | -8.4 |
| CC(C)C[C@H]1COCCS(=O)(=O)N1Cc1cccc(F)c1 | / | / | -3.0 |
| CCCSc1nc2c(c(=O)[nH]c(=O)n2C)n1Cc1ccccc1 | / | / | 11.1 |
| Cc1ccc(-c2nc3ccccc3[nH]2)cn1 | / | / | -18.1 |
| CC(=O)c1cccc(NC(=O)c2cc(=O)c3ccccc3o2)c1 | / | / | 3.5 |
| CCOc1cccc2cc(C(=O)NCc3ccccc3Cl)c(=O)oc12 | / | / | 10.3 |
| O=Cc1c(NCCc2ccc(F)cc2)c2ccccc2[nH]c1=O | / | / | 6.3 |
| Cc1ccc(O)c(N/C=C/C(=O)c2ccc(F)cc2)c1 | / | / | -36.8 |
| O=C(c1ccco1)N1CCN(Cc2c(F)cccc2Cl)CC1 | / | / | 1.8 |
| CCCC(=O)C1=C(O)C(C(=O)OC)C(C)(C)CC1=Nc1cccc([N+](=O)[O-])c1 (configuration not stated) | / | / | -16.7 |
| C[C@H](CO)N1C[C@H](C)[C@H](CN(C)S(=O)(=O)c2ccccc2)Oc2ccc(NC(=O)NC3CCCCC3)cc2CC1=O | / | / | 6.8 |

High-throughput results (PubChem)
